# MIN6 prolif = inducers of MIN6 beta-cell proliferation, primary screen, ATP luminescence, uHTS; MIN6 cells proliferation, ATPlite luminescence, 48 h; cells starved in 0.2% serum; 100% = growth in 10% serum; proliferation, % at 10 µM; 330,000 tested, 0.29% active; AID 2380, 2010;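 active means compounds whose signal lies at least 3.5 SD above the mean of all wells on their plate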;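 further: 0% = DMSO-treated cells in low-serum medium and 100% = 10% serum control; some compounds called inactive have numbers as strong as hits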
# A3G deaminase = APOBEC3G DNA deaminase inhibitors, primary screen, biochemical, fluorescence, single-stranded DNA substrate, uHTS. 330,000 tested, 0.28% active. recombinant A3G, ssDNA deamination FAM/TAMRA fluorescence. inhibition, % at 20 µM. AID 493012, 2011. DNA dC->dU-editing enzyme APOBEC-3G (Homo sapiens), Q9HC16;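 active means inhibition of at least 40% at 20 µM, with no more than 30% in the related APOBEC3A deaminase screen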;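 further: plate controls were DMSO wells with A3G for no effect and wells lacking A3G enzyme for full effect; some compounds called inactive have numbers as strong as hits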
# Target sequence (Q9HC16 whole entry, looked up): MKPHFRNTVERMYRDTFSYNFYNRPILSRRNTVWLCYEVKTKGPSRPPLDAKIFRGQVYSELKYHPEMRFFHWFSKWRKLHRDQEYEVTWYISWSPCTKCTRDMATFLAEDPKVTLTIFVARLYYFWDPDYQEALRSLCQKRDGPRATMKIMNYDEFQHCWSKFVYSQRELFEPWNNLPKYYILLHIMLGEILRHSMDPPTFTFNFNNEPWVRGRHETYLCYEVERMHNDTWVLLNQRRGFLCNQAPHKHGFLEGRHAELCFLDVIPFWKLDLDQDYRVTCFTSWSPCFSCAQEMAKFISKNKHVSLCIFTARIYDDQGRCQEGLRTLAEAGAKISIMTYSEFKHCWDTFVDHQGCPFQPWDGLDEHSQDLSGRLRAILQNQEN
# A3A deaminase = APOBEC3A ssDNA deaminase inhibitors, primary screen, selectivity assay for APOBEC3G inhibitor project, biochemical, FAM/TAMRA oligo cleavage fluorescence | DNA dC->dU-editing enzyme APOBEC-3A (Homo sapiens), P31941 | recombinant A3A, FAM/TAMRA ssDNA deamination fluorescence | inhibition, % at 20 µM | 330,000 tested, 0.41% active | AID 493011, 2011;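 active means at least 40% inhibition at 20 µM here, with at most 30% in a related deaminase screen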;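 further: plate controls were A3A with DMSO for no effect and wells lacking A3A enzyme for full effect; some results filed as inactive read as strong as hits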
# Target sequence (P31941 whole entry, looked up): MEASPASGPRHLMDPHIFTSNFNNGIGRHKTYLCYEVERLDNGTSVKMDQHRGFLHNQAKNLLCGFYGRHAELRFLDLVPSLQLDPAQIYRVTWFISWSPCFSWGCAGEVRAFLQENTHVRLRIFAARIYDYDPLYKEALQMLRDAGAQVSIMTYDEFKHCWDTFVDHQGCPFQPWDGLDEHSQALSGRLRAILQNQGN
# hIAP act = human IAP activators, primary screen, biochemical, luminescence, uHTS | Intestinal-type alkaline phosphatase (Homo sapiens), P09923 | purified human IAP, CDP-Star luminescence, 30 min; active compounds read high; 1 = vehicle-only enzyme, 0 = enzyme-free background | activation factor at 10 µM | 330,000 tested, 0.16% active | AID 2524, 2010;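 active means activation factor of the enzyme at least 2-fold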; further: the source names both 10 and 20 µM as test concentration; values of inactives mirror those of a sister screen read the other way
# mIAP act = activators of mouse IAP, primary screen, biochemical, luminescence, uHTS | 330,000 tested, 0.24% active | intestinal alkaline phosphatase [Mus musculus] | activation factor at 10 µM | muIAP, CDP-Star luminescence, 30 min; active compounds read high; 1 = vehicle-only enzyme signal, 0 = enzyme-free wells | AID 2805, 2010;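 active means activation factor of at least 2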; further: the source names both 10 and 20 µM as test concentration; values of inactives mirror those of a sister screen read the other way
#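 System: Mouse IAP enzyme | Also added: CDP-Star substrate | Dosing: Compounds dispensed in DMSO | Schedule: 30 min enzyme-substrate-compound incubation at room temperature | Technique: Chemiluminescence readout | Control set: DMSO-only wells and no-enzyme negative control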
# hIAP block = human IAP inhibitors, primary screen, biochemical, luminescence, uHTS; purified IAP, CDP-Star luminescence, 30 min; inhibition, % at 10 µM; 330,000 tested, 0.12% active; AID 2544, 2010;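 active means inhibition reaching a set limit with compound at 10 µM in the primary screen, cut at about 35% in these data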;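 further: plate controls were DMSO wells with enzyme for no effect and no-enzyme buffer wells for full effect; values of inactives mirror those of a sister screen read the other way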
# NR3A LBD binder = binders of NR3A ligand-binding domain, primary screen, biophysical, differential scanning fluorimetry, uHTS; Glutamate receptor ionotropic, NMDA 3A (GRIN3A) ligand-binding domain; NR3A LBD differential scanning fluorimetry, Tm shift; 0% = protein alone, 100% = glycine-bound protein; Tm shift relative to glycine control, % at 25 µM; 340,000 tested, 2.5% active;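 active means melting temperature shift of at least 10% of the positive control shift, at one fixed dose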
# mIAP block = inhibitors of mouse IAP, primary screen, biochemical, luminescence, uHTS; intestinal alkaline phosphatase [Mus musculus]; purified mouse IAP, CDP-Star luminescence, 30 min; inhibition, % at 10 µM; 330,000 tested, 0.2% active; AID 2806, 2010;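 active means inhibition of at least 40% at 10 µM in the primary screen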;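 further: plate controls were DMSO with enzyme for no effect and no enzyme wells for full effect; values of inactives mirror those of a sister screen read the other way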
# MPTP inh = mitochondrial permeability transition pore inhibitors, primary screen, biochemical, isolated mouse mitochondria, absorbance | AID 602449, 2012 | 360,000 tested, 1.4% active | Ca2+ swelling absorbance, 30 min | inhibition, % at 10 µM;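 active means inhibition of 50% or more, scaled per plate between neutral and stimulator controls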;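 further: 0% = DMSO wells given calcium and 100% = 1 mM EGTA wells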
# An asterisk follows results filed as active; . = not tested or not shown.
SMILES	A3A deaminase	MIN6 prolif	hIAP block	hIAP act	A3G deaminase	mIAP block	NR3A LBD binder	mIAP act	MPTP inh
CCC(=O)Nc1ccc(OCc2nnc3c4ccccc4c(C)nn23)cc1	4	-2	4	0.96	-1	10	0	0.9	0.5
CCCc1cc(C(=O)Nc2ccc(CC)cc2)no1	-2	1	-38	1.4	-5	-9	0	1.1	0.1
O=S(=O)(Nc1cccc(-c2ccc(N3CCOCC3)nn2)c1)c1ccc(Cl)c(Cl)c1	2	-3	-4	1	-4	6	9	0.94	-0.6
O=C(C[C@H]1C[C@H](C(=O)N2CCOCC2)[C@@]2(CCC3CCCC3)c3[nH]c4ccc(Cl)cc4c3CCN2C1=O)NCC12CC3CC(CC(C3)C1)C2	4	.	.	.	4	-14	-1	1.1	-0.6
CC1(C)Cc2ccccc2C(COc2ccccc2)=N1	-4	0	12	0.88	-4	-2	3	1	-0.3
Cc1ccc(C)c(-c2csc(N/N=C/c3ccco3)n2)c1	2	-4	-7	1.1	7	-11	-2	1.1	-1.4
CC(NS(=O)(=O)c1ccc(Br)cc1)C(=O)NC1CCCCCC1 (stereo not given)	-1	-5	-20	1.2	-4	2	-2	0.98	-0.2
COc1ccccc1NC(=O)c1ccc2c(c1)C(=O)N(c1ccccc1OC)C2=O	-2	-3	14	0.85	-7	4	2	0.96	0.5
CC(=O)Nc1c(NC(C)(C)C)c2ccccc2oc1=O	0	0	2	0.98	-9	7	-1	0.93	-1.6
NNC(=O)c1sc2cc(C(F)(F)F)cnc2c1-c1ccccn1	-1	5	-6	1.1	-6	3	0	0.97	0.3
C/C(CS(=O)(=O)c1ccc(Cl)c(Cl)c1)=N/NC(N)=S	3	2	4	0.96	-7	5	0	0.95	2.9
CC(=O)N(CCc1ccccc1)Cc1cc2ccc(C)c(C)c2[nH]c1=O	-6	-3	10	0.9	-2	-10	1	1.1	0.5
C[N+](C)(C)CCNC(=O)c1c(O)c2c([nH]c1=O)CCCC2	22	0	-8	1.1	16	9	-1	0.91	-0.7
CCOC(=O)c1cn(CC(=O)Nc2cccc(F)c2)nn1	-1	-2	13	0.87	-3	-2	0	1	-0.1
CC1CN(C(=O)CCC(=O)NC2CCN(Cc3ccccc3)CC2)c2ccccc2O1 (stereo not given)	-3	-3	-4	1	-7	-10	-1	1.1	-1.6
CC(Sc1nccn1C)C(=O)c1ccc(Br)cc1 (stereo not given)	-2	3	11	0.89	-6	7	0	0.93	-2.1
O=C(NCCc1ccccc1)c1ccc(CS(=O)(=O)Cc2ccc(F)cc2)o1	-3	-3	-2	1	2	2	-1	0.98	-0.3
Cc1cc(N(CCO)CCO)nc(-n2nc(C)cc2C)n1	-3	-1	7	0.93	-4	-3	-4	1	-2.8
C=CCN1C(=O)C(O)(CC(=O)c2ccc(-n3cccc3)cc2)c2ccccc21 (stereo not given)	2	-2	6	0.94	0	6	-1	0.94	-0.9
Fc1ccccc1Nc1nc2ccccc2n2nnnc12	-4	2	3	0.97	-5	20	-3	0.8	0.0
CN(C)S(=O)(=O)c1ccc(C(=O)N2CC(=O)Nc3ccc(F)cc3C2c2ccc(F)cc2)cc1 (stereo not given)	0	-1	6	0.94	-5	2	0	0.97	0.2
COc1ccc(NC(=O)C(=O)NCCO)cc1Cl	-3	0	-5	1	-8	8	-7	0.92	-1.0
CCOc1cc(NC(=S)NCc2ccco2)c(OCC)cc1NC(C)=O	-3	-2	-1	1	-5	0	1	1	0.1
Cc1cc(OCC(=O)Nc2ccncc2)cc(C)c1Cl	1	-4	-16	1.2	-10	-7	-2	1.1	94*
CCCOC(=O)CC1C(=O)NCCN1Cc1cc(OC)cc(OC)c1 (stereo not given)	1	-1	6	0.94	-3	-2	0	1	-0.1
COc1ccc(CNC(=O)c2nccnc2CO)cc1	-5	-6	11	0.89	-8	1	0	0.99	1.0
O=C(NC1CCCCC1)C1CCCN(S(=O)(=O)c2ccc(Br)s2)C1 (stereo not given)	-1	1	-4	1	-7	0	-8	1	-0.9
O=C(Nc1cccc(Cl)c1)c1ccc(OC(=S)N2CCOCC2)cc1	3	-3	-17	1.2	-2	-9	-12	1.1	-0.5
COCCCn1c(SCC(=O)Nc2ccc(NC(C)=O)cc2)nc2sc3c(c2c1=O)CCC3	1	1	-8	1.1	-3	-19	-1	1.2	0.5
CCCCCNS(=O)(=O)c1cc(C)ccc1OC	-2	0	5	0.95	-3	6	-3	0.94	-1.3
CCN(CC)S(=O)(=O)c1ccc(N2CCCC2)c(NC(=O)c2ccc(N3CCCC3=O)cc2)c1	-4	0	4	0.96	-10	8	1	0.92	-1.3
Cc1cc(C)n2nc(CC(=O)NCc3ccccc3Cl)nc2n1	0	-3	7	0.93	-4	5	-7	0.95	3.8
CCCCc1cc(=O)oc2cc(C)cc(OCC(=O)Nc3cccnc3)c12	-2	5	3	0.97	-7	2	-10	0.98	-2.2
O=C(Nc1ccccc1N1CCCC1)C1CCN(C(=O)c2ccc(F)cc2)CC1	-2	4	3	0.97	-4	7	0	0.93	-2.0
CC(C)C(NC(=O)OCc1ccccc1)C(=O)N1CCOCCOCCOCC1 (stereo not given)	-2	-1	-13	1.1	-7	-3	0	1	0.6
COc1cc(SC#N)ccc1N=Cc1c(C)[nH]n(-c2ccc(C)cc2C)c1=O	-3	-4	-17	1.2	-5	5	0	0.95	-2.8
COc1ccc(NS(=O)(=O)c2ccc(NC(C)=O)cc2)c(OC)c1	-3	-1	-16	1.2	-5	-5	-2	1	0.7
CC(Oc1ccccc1F)C(=O)NNC(=O)CCNC(=O)c1ccco1 (stereo not given)	-3	2	-24	1.2	-6	2	-2	0.98	-1.1
Cc1ccc(COc2ccccc2C(=S)N2CCCC2)cc1	-3	1	-9	1.1	0	3	-2	0.97	-0.3
CN(C)CCN(C(=O)c1ccc(S(=O)(=O)N(C)c2ccccc2)cc1)c1nc2cc3c(cc2s1)OCO3	1	-2	4	0.96	3	5	1	0.95	-0.1
O=c1nccc(N/N=C/c2ccccc2O)[nH]1	-3	-4	-94	1.9	-8	4	.	0.96	-0.4
CCOc1ccc(NC(=O)c2ccc3c(c2)N(Cc2ccc(F)cc2)C(=O)CS3=O)cc1 (stereo not given)	3	-4	-3	1	-1	10	-9	0.9	0.0
C=CCOc1ccc(C2C(C(=O)c3ccco3)=C(O)C(=O)N2CCCN(CC)CC)cc1 (stereo not given)	-3	0	3	0.97	-4	-5	1	1.1	1.7
O=C(NN=Cc1ccccc1C(=O)O)c1cccc(S(=O)(=O)Nc2cccc(C(F)(F)F)c2)c1	-8	-2	-16	1.2	-9	-8	-3	1.1	-0.1
COc1ccccc1N1C(=O)[C@@H]2C(C(=O)CN3C(=O)c4ccccc4C3=O)=NN[C@@H]2C1=O	-4	-2	-2	1	-3	2	0	0.98	0.9
COc1cccc(NC(=O)c2ccc3c(c2)N(C)CCS3)c1	-1	0	7	0.93	0	-6	-1	1.1	-1.2
CCCCn1c(SCC(=O)NC2CCCC2)nnc1-c1ccco1	-2	2	15	0.85	-7	-3	-2	1	0.0
N=C1C(c2nc3ccccc3s2)=C(O)CN1C1CCC(O)CC1 (stereo not given)	-9	-1	-32	1.3	-1	-2	-1	1	.
COc1ccc(S(=O)(=O)N(CC(=O)NCC2CCCO2)C2CCCCC2)cc1OC (stereo not given)	-1	0	-6	1.1	-4	-5	-2	1	-1.2
COC(=O)c1cc(OC)c(OC)c(OC)c1NC(=O)c1ccc(S(=O)(=O)N(C)C)cc1	-3	0	29	0.71	-6	0	-1	1	0.1

# Next records:
SMILES	A3A deaminase	MIN6 prolif	hIAP block	hIAP act	A3G deaminase	mIAP block	NR3A LBD binder	mIAP act	MPTP inh
O=C(c1cc2n(n1)C(C(F)(F)F)CC(c1ccc(F)cc1)N2)N1CCCC1 (stereo not given)	-1	-2	-16	1.2	-4	3	1	0.97	0.4
Fc1c(F)c(C(F)(F)F)c(F)c(F)c1N1CCN(c2ccc3nnc(C(F)(F)F)n3n2)CC1	3	-3	5	0.95	-3	4	33*	0.96	0.0
O=C(CC1C(=O)NCCN1C(=O)Nc1ccc(Cl)cc1)Nc1ccc(F)cc1 (stereo not given)	-3	-2	8	0.92	-4	-6	-10	1.1	0.3
CCn1c(SCC(=O)N2CCOCC2)nc2c(c1=O)SC(C)C2 (stereo not given)	-7	4	-1	1	-8	1	-2	0.99	2.0
COc1ccccc1NC(=O)CSc1nnc(-c2ccccn2)o1	0	0	-40	1.4	-5	11	-1	0.89	0.3
O=C(CCCc1nc(-c2ccc(Cl)cc2)no1)N1CCOCC1	-3	-3	4	0.96	-8	-16	-2	1.2	3.0
COc1cc(/C=C/C(=O)O)cc(OC)c1O	0	-6	-8	1.1	-2	-6	0	1.1	-2.8
CCOc1ccc(C(OC(=O)c2ccco2)C(=O)NCc2ccc(C)cc2)cc1 (stereo not given)	-2	2	-3	1	-5	-1	0	1	0.1
CC1=C(C(=O)N(C)CCC#N)C2(CCCCC2)OC1=O	-3	-2	-34	1.3	0	-6	1	1.1	-3.2
CCOc1cc(/C=C2\N=C(C)OC2=O)cc(Br)c1OCCc1ccccc1	-6	-4	-10	1.1	-7	1	-1	0.99	0.3
O=C(Nn1c(O)c(C=C2N=c3ccccc3=N2)sc1=S)c1ccc(Cl)cc1	0	-3	-10	1.1	0	16	32*	0.84	0.8
Nc1ncnc2nc(SCCN3CCCCC3)[nH]c12	-2	-2	16	0.84	-6	6	-2	0.94	-1.0
CCc1ccccc1N1CCN(S(=O)(=O)c2cc(OC)ccc2OC)CC1	4	-6	17	0.83	-6	9	3	0.91	1.1
Cc1cccc(OCc2nnc(-c3ccc(F)cc3)o2)c1	0	-2	2	0.98	-3	13	0	0.87	-0.3
CCC(C)c1ccccc1N1CC(C(=O)Nc2ccc(N3CCOCC3)cc2)CC1=O (stereo not given)	-3	-6	-29	1.3	-11	-5	-3	1	-0.2
Cc1ccc(N(C)C(=O)CCS(=O)(=O)c2cc3c(cc2Cl)NC(=O)CO3)cc1	3	2	-8	1.1	4	-2	-3	1	0.2
O=C(COc1ccccc1)NNC(=O)c1cc2ccccc2oc1=O	4	1	-31	1.3	1	33	-2	0.67	0.0
NC(=O)C1CCCN(Cc2ccc3ccccc3c2)C1 (stereo not given)	3	-3	-31	1.3	-4	22	-1	0.78	1.2

# Screening data deposited in PubChem BioAssay by Sanford-Burnham Center for Chemical Genomics.
